# TbREL1 inh: TbREL1 RNA ligase inhibitors, primary screen, biochemical, FRET fluorescence; RNA-editing ligase 1, mitochondrial (Trypanosoma brucei brucei), P86926; TbREL1 RNA ligation; inhibition, % at 9.66 µM; 0.49% of 89,000 active;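 active = inhibition above the mean inhibition across all screened compounds plus 3 SD, cut at about 11% in these data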;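 also: 0% = plate median of test wells and 100% = NSC42067 control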
# Target sequence (P86926 whole entry, looked up): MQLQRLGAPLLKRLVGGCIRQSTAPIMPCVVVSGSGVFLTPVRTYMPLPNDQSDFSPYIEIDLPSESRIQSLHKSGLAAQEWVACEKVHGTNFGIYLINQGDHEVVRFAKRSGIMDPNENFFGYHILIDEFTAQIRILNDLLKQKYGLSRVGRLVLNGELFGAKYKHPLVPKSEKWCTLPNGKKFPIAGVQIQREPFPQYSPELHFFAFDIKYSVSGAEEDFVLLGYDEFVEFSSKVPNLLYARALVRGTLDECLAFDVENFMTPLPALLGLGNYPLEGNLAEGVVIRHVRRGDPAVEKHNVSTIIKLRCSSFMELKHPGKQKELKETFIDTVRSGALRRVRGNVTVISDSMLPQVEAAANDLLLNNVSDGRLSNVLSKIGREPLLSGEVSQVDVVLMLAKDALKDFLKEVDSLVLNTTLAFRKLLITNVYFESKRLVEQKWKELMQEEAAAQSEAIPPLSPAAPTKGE
# * marks the source's active call; other numbers are inactive results; & = joins results of further samples. This is a subset; the hit share may differ from the screen's.
SMILES,TbREL1 inh
Cc1cc(C)cc(N(C(=O)CNC(=O)c2ccco2)C(C(=O)NC2CCCC2)c2cccnc2)c1 (stereo unspecified),-0.1
CC1CCCCN1CCCNc1c(C=O)c(=O)[nH]c2ccccc12 (stereo unspecified),-1.1
CCCCC(=O)NC(c1ccc(OC)cc1)c1ccc2cccnc2c1O (stereo unspecified),-8.6
CCOC(=O)/C(C(N)=NC(C)C)=C(\O)c1ccccc1,1.1
Cc1ccc(-c2ccc([C@H]3[C@H]4C=CC[C@@H](C)[C@@H]4C(=O)N3Cc3ccccc3)c(F)c2)cc1,0.1
COC(=O)N1CCN(c2ccc(C(C)=O)cc2)CC1,6.1
O=C(Nc1cccc2c1CCCC2)C1CCCN(S(=O)(=O)c2cccc3nonc23)C1 (stereo unspecified),-2.1
COc1cc2c(cc1OC)CN(C(=O)CC1CC3CCC1C3)CC2 (stereo unspecified),-3.8
Cc1nc2cc(C(=O)N3CCN(C(=O)OCc4ccccc4)CC3)ccc2n1C1CCCC1,-4.1
Cn1c(N)c(NC(=S)NC2CCCCC2)c(=O)n(C)c1=O,-1.6
CCOC(=O)c1ccccc1NC(=O)COC,-0.7
C=CCN1C(=O)[C@H](CC(=O)NCc2cccc3ccccc23)[C@@]2(C(=O)OCC)CCCC=C12,0.2
CCOc1ccc(NC(=O)C2CC(=O)N(CC)C(=Nc3ccc4c(c3)OCO4)S2)cc1 (stereo unspecified),1.2
Cc1ccc(Nc2nc(N)nc(CSc3nccn3C)n2)c(C)c1,1.4
N#Cc1ccc(OCc2noc(-c3ccsc3)n2)cc1,3.1
CCN1C(=O)[C@@H]2[C@@H](c3ccc(SC4CCCCC4)c(OC)c3)N3CCC[C@@]3(C(=O)OC)[C@@H]2C1=O,-0.2
COc1ccc(-c2noc(C3CCCN(C(=O)Nc4ccc(Cl)cc4)C3)n2)cc1 (stereo unspecified),5.7
C#CC(CO)N(CCN(Cc1ccccc1)C(C#C)CO)Cc1ccccc1 (stereo unspecified),-1.5
CCOc1ccc(CC(=O)NNC(=O)NC2CCCCC2)cc1,-1.8
CCCCn1cnc2c(Sc3c([N+](=O)[O-])ncn3C)nc(N)nc21,-0.9
CCOC(=O)c1c(CN(CC)CC)n(C)c2cc(Br)c(O)cc12,7.8
CCOC(=O)NC1c2ccccc2Oc2ccccc21,-0.7
COc1cccc(NC(=S)/C(=C(\[O-])c2ccc(OC(F)F)cc2)[n+]2ccccc2)c1,1.9
Cc1ccc(OCCCC(=O)NCc2ccco2)cc1,-1.2
Cn1c(=O)n(C)c2cc([N+](=O)[O-])c(N3CCN(C(=O)C(C)(C)C)CC3)cc21,0.3

# Sorted by molar mass (highest first): some entries from above
SMILES,TbREL1 inh
Cc1cc(C)cc(N(C(=O)CNC(=O)c2ccco2)C(C(=O)NC2CCCC2)c2cccnc2)c1 (stereo unspecified),-0.1
C=CCN1C(=O)[C@H](CC(=O)NCc2cccc3ccccc23)[C@@]2(C(=O)OCC)CCCC=C12,0.2
CCOc1ccc(NC(=O)C2CC(=O)N(CC)C(=Nc3ccc4c(c3)OCO4)S2)cc1 (stereo unspecified),1.2
COc1cccc(NC(=S)/C(=C(\[O-])c2ccc(OC(F)F)cc2)[n+]2ccccc2)c1,1.9
Cc1ccc(-c2ccc([C@H]3[C@H]4C=CC[C@@H](C)[C@@H]4C(=O)N3Cc3ccccc3)c(F)c2)cc1,0.1
COc1ccc(-c2noc(C3CCCN(C(=O)Nc4ccc(Cl)cc4)C3)n2)cc1 (stereo unspecified),5.7
CCOC(=O)c1c(CN(CC)CC)n(C)c2cc(Br)c(O)cc12,7.8
C#CC(CO)N(CCN(Cc1ccccc1)C(C#C)CO)Cc1ccccc1 (stereo unspecified),-1.5
Cn1c(=O)n(C)c2cc([N+](=O)[O-])c(N3CCN(C(=O)C(C)(C)C)CC3)cc21,0.3
CCCCC(=O)NC(c1ccc(OC)cc1)c1ccc2cccnc2c1O (stereo unspecified),-8.6
CCCCn1cnc2c(Sc3c([N+](=O)[O-])ncn3C)nc(N)nc21,-0.9
Cc1ccc(Nc2nc(N)nc(CSc3nccn3C)n2)c(C)c1,1.4
CC1CCCCN1CCCNc1c(C=O)c(=O)[nH]c2ccccc12 (stereo unspecified),-1.1
Cn1c(N)c(NC(=S)NC2CCCCC2)c(=O)n(C)c1=O,-1.6
N#Cc1ccc(OCc2noc(-c3ccsc3)n2)cc1,3.1
CCOC(=O)/C(C(N)=NC(C)C)=C(\O)c1ccccc1,1.1
Cc1ccc(OCCCC(=O)NCc2ccco2)cc1,-1.2
CCOC(=O)c1ccccc1NC(=O)COC,-0.7

# Continued.
SMILES,TbREL1 inh
COCOc1ccc(-c2ncc(OC)nc2NC(=O)c2ccsc2)cc1,-1.5
Cc1cc(CN(C)C(=O)c2cc(COc3ccc(F)cc3Cl)on2)n[nH]1,1.5
C=CCC[C@@H](Cc1ccc(F)cc1)C(=O)OC[C@@H]1CCCN1C(=O)[C@H](CC=C)CC(=O)N[C@H](CO)Cc1ccccc1,-1.4
O=C(O)CNC(=O)c1ccc(NC(=O)/C(=C/c2ccccc2)NC(=O)c2ccco2)cc1,1.9
O=C1OCCN1C(=O)[C@H]1[C@H](c2ccccc2)C(c2cccc(Cl)c2)=NN1c1ccc(Br)cc1,6.7
COc1ccc(OC)c(/C=C/c2ccc3cccc(O)c3n2)c1,2.6
COc1ccc(S(=O)(=O)N2CCN(C/C=C/c3ccccc3)CC2)cc1F,-2.7
CC(=O)c1ccc(OCc2cc(C(=O)N(C)C(C)c3ccon3)no2)cc1 (stereo unspecified),0.3
CCc1ccccc1NC(=O)CN(C)C(=O)COC(=O)c1cccnc1Cl,4.0
CCOc1ccc(S(=O)(=O)N2CCN(C(=O)c3cc(C4CC4)nn3-c3ccccc3)CC2)cc1,3.9
CC(=O)N/C(N)=N/c1nc2cc(C)ccc2o1,2.7
O=C(Cn1cnc2ccccc2c1=O)NCC(=O)N1CCN(Cc2ccc3c(c2)OCO3)CC1,4.6
COc1cc(OC)cc(C(=O)NCC2CCCN(Cc3cccc(C(C)=O)c3)C2)c1 (stereo unspecified),3.2
Cc1ccc(S(=O)(=O)Nc2cccc(C(=O)N3CCC(C(N)=O)CC3)c2)cc1,0.0
Nc1c(C(=O)Nc2ccccc2)sc2nc(-c3ccco3)ccc12,-1.6
COc1ccc(CNC(=O)c2cc(SC)ccc2Cl)cc1OC,8.8
CCOc1ccc(NS(=O)(=O)c2ccc(OC)c(NC(=O)c3ccc4c(c3)OCCO4)c2)cc1,-1.2
C=CCN1CCN(C(c2ccc(Cl)cc2)c2nnnn2CCc2ccc(OC)c(OC)c2)CC1 (stereo unspecified),-4.4
CC(C)Oc1ccc(C(=O)Nc2nnc(C3=COCCO3)o2)cc1,4.3
COc1ccc(-c2cn(CCCOCc3ccccc3)nn2)cc1,0.3
CCOc1ccc(CNC(=S)N/N=C/c2ccc(OC)c(OC)c2)cc1,-3.3
COc1ccc(NC(=O)C2CCCN(S(=O)(=O)c3cccnc3)C2)cc1OC (stereo unspecified),-1.9
Clc1ccccc1CSc1nnc(-c2ccco2)c(-c2ccco2)n1,4.5
C#CCNc1nc(CC)nc2c1nnn2Cc1ccccc1F,-3.1
CCc1ccc2c(CN3CCN(S(=O)(=O)c4cccs4)CC3)cc(=O)oc2c1,-1.0
SMILES,TbREL1 inh
CCCn1cc(C(=O)Nc2ccc(Oc3cccnc3)cc2)c2ccccc21,2.3
CCN(C(=O)COC(=O)c1ccc(-n2c(C)ccc2C)cc1)c1c(N)n(Cc2ccccc2)c(=O)[nH]c1=O,-1.0
O=C(NCCC1CCCCN1S(=O)(=O)c1ccccc1)C(=O)NC1CC1 (stereo unspecified),4.5
O=C1CC(c2ccccc2)n2nc(NC(=O)C3CCCO3)nc2N1 (stereo unspecified),1.4
CC(C)(C)Cc1nnc(NC(=O)c2ccc3c(c2)OCO3)s1,2.5
C=C(C)c1cccc(C(C)(C)NC(=O)N2CCCC(C(N)=O)C2)c1 (stereo unspecified),0.2
CCN1CCN(C(=O)c2cc(-c3ccco3)nc3ccccc23)CC1,-0.2
C/C(Cl)=C\Cn1c(O)c(N=NC(N)=S)c2ccccc21,2.2
Cc1ccc2nc(C3CCCN(C(=O)NCc4ccccc4)C3)[nH]c2c1 (stereo unspecified),-1.1
c1ccc(-c2ccc3sccc3n2)cc1,5.7
O=C(NCCc1nnc2ccc(SCC(=O)N3CCCC3)nn12)c1ccc(F)cc1,3.0
CNc1snc(C)c1C(=O)OC(C)C(=O)NCc1ccccc1 (stereo unspecified),0.7
S=C(NCCNC(=S)Nc1ccccc1)Nc1ccccc1,-8.2
O=C(Cc1cccc(NC(=O)C2CCN(S(=O)(=O)c3cccc([N+](=O)[O-])c3)CC2)c1)Nc1cccc(C(=O)N2CCCCC2)c1,-1.1
CCCn1c2ccccc2c2nnc(SCC(=O)Nc3c(C)n(C)n(-c4ccccc4)c3=O)nc21,-1.2
CCOc1ncccc1C(=O)Oc1ccc2c(c1)OCO2,4.0
O=C(COC(=O)/C=C/c1ccc(Cl)cc1Cl)Nc1ccc2c(c1)OCCO2,2.4
Cc1ccc(-n2nnnc2SCC(=O)Nc2cc(C)on2)c(C)c1,4.1
CC(=O)N1CC=C2C(C#N)=C(N)C(C#N)(C#N)C(CCc3ccccc3)C2C1 (stereo unspecified),-2.0
O[C@@H](Cc1ccccc1)[C@@H](/C=C/c1ccccc1)NCCc1ccccc1,11.4*
CCN1C(=O)[C@H]2[C@@H](c3ccc(C)cc3)N3C(=O)N(c4cccc(F)c4)C(=O)[C@@]3(Cc3ccc(Cl)cc3)[C@H]2C1=O,-3.2
COC(=O)c1[nH]c2cc(OC)ccc2c1NC(=O)CCN1CCN(c2ccccc2)CC1,-2.1
CCOc1ccc(/C(O)=C2/C(=O)C(=O)N(CCN(CC)CC)C2c2cccs2)cc1 (stereo unspecified),-4.8
CN(C)C(=O)CNC(=O)C1CCCCC1,-1.2
COc1ccc(N2CCN(C(=O)CSc3nc4[nH]ncc4c(=O)n3-c3ccc(Br)cc3)CC2)cc1,-6.1
SMILES,TbREL1 inh
O=C(CCSc1nc(-c2ccco2)cc(C(F)(F)F)n1)N1CCN(c2ccccn2)CC1,3.9
C=CCOc1ccc(C2C(C(=O)c3ccco3)=C(O)C(=O)N2Cc2cccnc2)cc1 (stereo unspecified),-0.4
CCCN(CC(=O)Nc1ccccc1C)C(=O)COC(=O)c1cnc(C)cn1,0.1
CN(Cc1ccccc1)S(=O)(=O)c1ccc(NS(=O)(=O)Cc2ccccc2)cc1,0.3
COCCNC(=S)N1CCC(c2nc(-c3ccc(F)cc3)no2)CC1,-5.2
CN(CCO)C1=NS(=O)(=O)c2cc([N+](=O)[O-])ccc21,0.0
CCn1c(=O)c2sccc2n(CC(=O)NCCC2=CCCCC2)c1=O,-0.5
Cc1ccccc1Cn1c(=N)n(CC(O)c2ccco2)c2ccccc21 (stereo unspecified),3.3
Cc1cccc(C(=O)NNC(=O)C(=O)NC(C)(C)C)c1,0.2
COc1cc2nc(-c3ccccc3)nc(N3CCCC3)c2cc1OC,0.6
O=C(CCCOc1ccc(Cl)cc1Cl)NNC(=O)C1CCC1,-1.9
COc1cccc(C(=O)O[C@H]2[C@H](C)NS(=O)(=O)[C@H]3C[C@@H]4C=C[C@]23O4)c1,0.0
Cc1cc(C)nc(/N=C(\N)C2=C(O)CC(C)(C)CC2=O)n1,8.1
Cc1ccc2nc(C(C)(C)C)c(Cc3ccccc3C(F)(F)F)n2c1,1.1
Nc1c(C(=O)c2ccccc2)sc2snc(SCC(=O)c3ccccc3)c12,-0.6
C[C@H]1[C@@H](OC(=O)NCCc2ccccc2)CC[C@@]23CCCN2C(=O)CCC[C@@H]13,-0.7
Cc1ccc(S(=O)(=O)NC(=O)Nc2ccc(C)cn2)cc1,3.2
CN(CC(=O)Nc1ccccc1Br)C(=O)CCc1ccccc1,-4.9
CCCCCCOc1ccc(N2C(=O)CC(NCCc3ccc(S(N)(=O)=O)cc3)C2=O)cc1 (stereo unspecified),-1.4
CCc1ccc(N2CC(C(=O)N/N=C/c3ccccc3OC)CC2=O)cc1 (stereo unspecified),1.7
O=S(=O)(Nc1ncnc2sc3c(c12)CCC3)c1ccc(Cl)s1,-2.6
CSCCC(C(=O)OCC(=O)c1ccc(C)c(C)c1)N1C(=O)c2cc(Cl)c(Cl)cc2C1=O (stereo unspecified),-1.3
Cc1csc(NC(=O)CSc2nnc(-c3ccc(Cl)cc3)n2N)n1,1.4
CCOC(=O)CS(=O)(=O)c1ccc(O)cc1,2.2
CCCNC(=O)c1cc(S(=O)(=O)N2CCCCC2)ccc1N1CCOCC1,1.5
SMILES,TbREL1 inh
Cc1cc(C(=O)OCC(=O)NC2CC2)c2ccccc2n1,2.0
Cc1ccc(C)c(OCCC(=O)Nc2cccc(S(=O)(=O)N3CCCCC3)c2)c1,-0.4
Cc1onc(-c2ccccc2)c1C(=O)Nc1ccccc1C#N,-1.4&1.4
CC1CN(C(=O)/C(=C/c2ccco2)NC(=O)c2ccccc2)CC(C)O1 (stereo unspecified),-5.0
C[C@H](CO)N1C[C@H](C)[C@@H](CN(C)Cc2ccc(C(=O)O)cc2)Oc2c(NS(=O)(=O)c3cccs3)cccc2C1=O,-0.9
CCn1c(CC(=O)Nc2ccc(F)cc2)nnc1SCC(=O)NC1CCCC1,-0.4
Cc1ccc2c(C)nc(Nc3nc(CSc4nnnn4-c4ccccc4)cc(=O)[nH]3)nc2c1,2.4
Cc1nn(C)cc1CNC(=O)c1cnn2c1NC(c1ccc(Br)cc1)CC2C(F)(F)F (stereo unspecified),3.2
c1ccc2c(N3CCOCC3)nc(-c3ccncc3)nc2c1,0.8
CCc1ccc(Nc2nnc(SCC(=O)Nc3sccc3C(N)=O)s2)cc1,3.4
Cc1ccn(CC(=O)NC2CC(C)(C)Cc3c2cnn3-c2ccc(F)cc2)n1 (stereo unspecified),4.0
CCCCc1ccc(S(=O)(=O)N/N=C(/C)c2ccncc2)cc1,-1.6
O=C(CCn1nnc(-c2cccs2)n1)N1CCOCC1,0.7
CC(=O)CCSc1nnc(-c2cccc(S(=O)(=O)N3CCOCC3)c2)o1,-0.7
CCN(CC)CCNC(=O)C1(c2ccccc2)CCCCC1,1.8
COc1ccc(NC(=O)CN(c2cc(C)cc(C)c2)S(=O)(=O)c2c(C)n[nH]c2C)cc1,-0.7
Cc1ccc(-n2c(SCC(=O)Nc3ccc(OCc4ccccc4)cc3)nnc2-c2ccccc2)cc1,-5.1

# Assay outcomes (PubChem)
